Source: PubChem BioAssay (National Center for Advancing Translational Sciences (NCATS))
12-LOX inh – blocks human arachidonate 12S-lipoxygenase. purified 12hLO, xylenol orange hydroperoxide absorbance. Potency, µM (top dose mostly 108 µM), for the others: top-dose activity change, negative = inhibition, usual class: inhibitors. 580,000 compounds, 1.1% hits. AID 1671190; active = well fitted inhibition curve with a large enough effect; inconclusive = small, poorly fitted or top-dose-only effect, or another doubt; inactive = no such curve, though single readings can be large or run the other way
Target sequence (P18054 whole entry, looked up): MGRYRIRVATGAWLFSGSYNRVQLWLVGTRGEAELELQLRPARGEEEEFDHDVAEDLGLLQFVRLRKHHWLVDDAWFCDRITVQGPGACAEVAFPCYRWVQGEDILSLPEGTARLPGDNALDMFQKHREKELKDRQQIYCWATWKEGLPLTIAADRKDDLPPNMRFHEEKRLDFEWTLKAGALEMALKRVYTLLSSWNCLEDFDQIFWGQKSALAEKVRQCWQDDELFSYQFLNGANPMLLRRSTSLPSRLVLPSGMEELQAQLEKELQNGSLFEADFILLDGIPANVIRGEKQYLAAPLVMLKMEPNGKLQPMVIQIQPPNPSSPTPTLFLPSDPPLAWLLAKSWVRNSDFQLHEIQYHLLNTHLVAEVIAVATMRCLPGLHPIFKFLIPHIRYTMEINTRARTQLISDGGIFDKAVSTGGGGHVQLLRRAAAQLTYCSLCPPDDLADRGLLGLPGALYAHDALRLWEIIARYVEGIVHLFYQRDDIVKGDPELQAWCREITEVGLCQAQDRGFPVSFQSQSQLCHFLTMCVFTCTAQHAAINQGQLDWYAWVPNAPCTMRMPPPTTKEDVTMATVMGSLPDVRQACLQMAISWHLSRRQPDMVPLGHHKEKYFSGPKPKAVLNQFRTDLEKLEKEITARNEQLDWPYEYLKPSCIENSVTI
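Purified human 12hLO at 150 nM in 25 mM Hepes, 0.01% Triton X-100, pH 7.0, preincubated 15 min at room temperature with compound. Reaction started with 40 uM arachidonic acid, 30 min at room temperature. Hydroperoxide measured by Fe-xylenol orange, 573/405 nm absorbance ratio.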
* = called active by the depositor; ? = inconclusive; [ ] = dose if it differs, or a comment. % is scaled to controls: 0 for no effect and ±100 for the full control effect; potency is read from the fitted curve at half-maximal effect. An excerpt; rates above refer to the full screens.

SMILES | 12-LOX inh
COC(=O)C1=C(C)N(Cc2cccc(C(F)(F)F)c2)C(=NCC2CC2)NC1c1cccc(C(F)(F)F)c1 (stereo not given) | ?
NC(=O)CCNC(=O)C1=C[C@@H](NC(=O)NC2CCCCC2)[C@@H](O)[C@H](O)C1 | 25%[176 µM]
O=C(CC1CCCCC1)N1CCC2(CC1)NC(=O)N(c1ccccc1)N2 | 7.1µM*
CCn1nccc1C(=O)N1CCC(OCC2CC2)C1 (stereo not given) | 25%
COc1cc(OC)c(C2=CCN(C(=O)COc3ccc(C)cc3Br)CC2)c(OC)c1 | ?
CCN1C(=O)C2(CCN(S(=O)(=O)c3ccc4c(c3)CCC4)CC2)c2ccccc21 | 4%
O=C(CCc1ccccc1)N1CCC2OCCN(Cc3ccccc3F)C(=O)C2C1 (stereo not given) | -28%[176 µM]
CCn1ncc(N2CCCC(CC(=O)N3CCCCCC3)C2)cc1=O (stereo not given) | 36%
O=C1Nc2ccccc2CC12CCN([S+](=O)([O-])c1cccs1)C2 (stereo not given) | 53%[activator]
Cc1ccccc1OCC(=O)OCC(=O)NC1CCCC(C)C1C (stereo not given) | -1%
Cc1cc(C)cc(-c2ccc(CN3CC4CCC(C3)N4c3ccc(C(F)(F)F)cc3)cc2)c1 | 1%[6.33 µM]
O=C(c1nccnc1C(=O)N1CCC2(CCCNC2)C1)N1CCCCC1 (stereo not given) | 1%

12-LOX inh, hit marks shown above.
SMILES | 12-LOX inh
O=C(CC1CCCCC1)N1CCC2(CC1)NC(=O)N(c1ccccc1)N2 | 7.1µM*

(cont.)
SMILES | 12-LOX inh
O=C(Nc1ccc2oc(-c3ccc(F)cc3)cc(=O)c2c1)c1cccs1 | -9%
O=S(CCN1CCC(n2cccc2)CC1)c1ccccc1 (stereo not given) | 1%
CC(C)COc1cc(=O)n2c(c1C(=O)NCC1CC1)CCCCC2 | 37%[activator]
CCc1ccc(NC(=O)Cc2nc(-c3c(N)n(C)c(=O)n(C)c3=O)cs2)cc1 | -22%
O=C(Nc1ccc(F)cc1F)c1ccc2c(Cl)c3c(nc2c1)CCCC3 | 0%
O=C(NCCN1CCOCC1)c1cc(-c2ccc(-c3ccccc3)cc2)nc2ccccc12 | -70%
Cn1cnc2cc(C(=O)N3CCNCC(C(=O)O)C3)ccc21 (stereo not given) | ?
O=C1CCN(S(=O)(=O)c2ccccc2)CCCN(C(=O)C2CCC2)CCN1 | 5%
Cc1oc2cc(OCC(=O)N3CCC(C(=O)O)CC3)ccc2c(=O)c1-c1ccc(Cl)cc1 | 9%
CCCc1nnc(NC(=O)Nc2ccc(F)cc2)s1 | -2%
CN1CC(=O)N2CCN(S(=O)(=O)c3ccc(F)cc3F)CC2C1=O (stereo not given) | 7%
O=C(Cc1c[nH]c2ccccc12)Nc1ccc(Nc2cccnc2)c(-c2ccc(Oc3ccccc3)cc2)c1 | -27%

(list continues)
SMILES | 12-LOX inh
COc1ccc(CNC(=O)c2c[nH]c3ncccc23)cc1OC | 27%[176 µM]
CN1C[C@@H](NC(=O)c2cnccn2)C[C@H]1c1nc(-c2ccc(OC(F)(F)F)cc2)no1 | 35%[activator][176 µM]
O=C(c1ccc2c(c1)OCO2)N1CCN2C(=O)NC[C@H]2C1 | -16%[176 µM]
Cc1ccc(C)c(OCC(=O)c2ccc3c(c2)N(CCCC(=O)NC2CCCCC2)C(=O)CO3)c1 | 7%
O=C1N(c2ccccc2)C[C@H]2CN(Cc3ccccc3)CCN12 | 21%[176 µM]
NC(=O)CNS(=O)(=O)c1cccc(C(=O)O)c1 | ?
COc1ccccc1Cc1c(-c2ccccc2)nc2c(C)cc(Br)cn12 | ?
COC(=O)C(C)(NC(=O)CCC(=O)c1ccccc1)c1ccccc1 (stereo not given) | -30%
CC(C)CCn1nc(C(=O)OCC#N)c2ccccc2c1=O | -2%
CCCCc1ccc(Nc2nnc(SCC(=O)NC(C)C)s2)cc1 | 3%
CCCNC(=O)Cn1cccc1-c1nc(-c2ccc(F)c(Br)c2)no1 | -7%
c1ccc(CN2CCCCC2c2nc(CCOCC3CCCC3)no2)nc1 (stereo not given) | 63%[activator]

Some of these compounds in order of count of non-hydrogen atoms, rising:
SMILES | 12-LOX inh
CC(C)CCn1nc(C(=O)OCC#N)c2ccccc2c1=O | -2%
COc1ccc(CNC(=O)c2c[nH]c3ncccc23)cc1OC | 27%[176 µM]
CCCNC(=O)Cn1cccc1-c1nc(-c2ccc(F)c(Br)c2)no1 | -7%

The listing continues.
SMILES | 12-LOX inh
O=C(c1cnccn1)N1CCOC[C@H](Oc2cccnc2)C1 | 25%[176 µM]
CCOC(=O)C1=CCN(S(=O)(=O)c2ccc(Br)cc2)C1c1ccc(C)cc1 (stereo not given) | -4%
COc1ccc(Nc2nc(NCCO)c3nccnc3n2)cc1 | -1%
COc1cccc(-c2cnc([C@@H]3COCCN3C3CCOCC3)[nH]2)c1 | -6%[176 µM]
COC(=O)C1=C(C)N(Cc2ccccc2C(F)(F)F)C(=NCc2ccc(OC)cc2)NC1c1ccccc1 (stereo not given) | ?
Cc1noc([C@@H]2CN(Cc3ccc(OC(C)C)cc3)C[C@H]2CO)n1 | 52%[activator]
CCn1nc(C)cc1C(=O)N1C[C@@H](CN2CCN(C)CC2)[C@@H](CO)C1 | 49%[activator]
Cc1cc(C)cc(NC(=O)N(C)CC2CCOCC2)c1 | 45%[activator]
Cc1cccc(C(=O)N2CCC3(CC2)OCC(C(=O)N2CCOCC2)N3C(=O)c2ccc(F)cc2)c1 (stereo not given) | 9%
Cc1nn(-c2ccc3nnc(C)n3n2)c2c1C(c1cccc(OC(F)F)c1)CC(=O)N2 (stereo not given) | -4%
CC(C)N1CCN(C(=O)CN2CC3CC(C2)[C@H]2CCCC(=O)N2C3)CC1 (stereo not given in full) | 10%
CN(CCCNC(=O)c1nc2ccccc2c(=O)[nH]1)C(=O)c1ccc(Br)cc1 | -7%

The listing continues.
SMILES | 12-LOX inh
Cc1ccc2[nH]c(=O)c(CN(C)S(=O)(=O)c3ccc(Cl)cc3)cc2c1 | 5%
Cc1ccsc1C(=O)NC1CCN(c2cnn(CC3CC3)c(=O)c2)CC1 | 37%
Clc1cccc(-c2ccc3nccn3c2)c1Cl | ?
COc1ccc(C(=O)/C=C/c2ccc(SC)cc2)cc1 | -28%
COc1ccc(C(=O)/C=C/c2ccccc2F)c(OC(=O)c2ccccc2C)c1 | -17%
CNC(=O)[C@H]1C[C@H](Oc2ccccc2)CN1C(=O)Nc1ccc(OC)cc1 | 43%[activator]
N=C(N)SCc1cccc(F)c1 | -1%
CCn1c(C2CCCN(C(=O)C(C)C)C2)nn(C)c1=O (stereo not given) | 15%
Cc1cc(C(=O)N(Cc2cc3cc4c(cc3nc2N2CCOCC2)CCC4)CC2CCCO2)c(=O)[nH]c1C (stereo not given) | -3%
c1ccc(OCc2noc(-c3ccc(NCC4CCCCO4)nc3)n2)cc1 (stereo not given) | 8%
CCN(CC)CCNCc1sccc1C | ?
COc1ccc(OCC(=O)N2CCC(Cc3nc(-c4ccc(OC)cc4)no3)CC2)cc1 | ?

Next part:
SMILES | 12-LOX inh
COc1ccc2cc(CN(C)C(C)C(=O)Nc3cc(C)ccc3C)ccc2c1 (stereo not given) | -2%
Cc1nn(-c2ccc(F)cc2)c(Oc2ccccc2F)c1CCC(=O)NCC1CC1 | 19%
Cc1ccc(C2(c3ccc(C)cc3)SC(=S)c3ccccc32)cc1 | ?
COC(=O)C1=C(C)N(Cc2cccc(C(F)(F)F)c2)C(=NCc2ccc(C(F)(F)F)cc2)NC1c1ccc(Cl)cc1 (stereo not given) | ?
N#C/C(=C\c1cn(Cc2ccccc2F)c2ccccc12)C(N)=O | -3%
COc1cccc(-c2nc(C3CC(=O)N(C4CCCCC4)C3)no2)c1 (stereo not given) | -1%
Cc1ccccc1-c1cc(O)c2c(c1)CN(Cc1nccn1C)CCO2 | 108%[activator]
CN(C(=O)c1cccc(NC(=O)Cc2ccc(NC(=O)C3CCCN(C(=O)c4ccccc4)C3)cc2)c1)C1CC1 (stereo not given) | 2%
O=C(CS(=O)(=O)Cc1ccccc1)Nc1cc(F)cc(F)c1 | ?
COc1ccc2nc(CO[C@H]3CN(Cc4ncccc4C)C[C@H]3F)[nH]c2c1 | 101%[activator][176 µM]
COc1ccc(NC(=O)N2CCCC(Cc3noc(-c4cccnc4)n3)C2)cc1 (stereo not given) | 4%
COc1cccc(-c2cnc3c(NC(C)=O)cc(-c4cccc(C(=O)NCCN(C)C)c4)cn23)c1 | 0%

Next section:
Structure	12-LOX inh
O=C(C1CN(C(=O)c2nn(-c3ccccc3)c(=O)c3ccccc23)c2ccccc2O1)N1CCOCC1 (stereo not given)	-10%
CCCOC(=O)c1ccc(Oc2coc3cc(O)ccc3c2=O)cc1	-3%
O=c1c2ccccc2c(-c2ccccc2)nn1-c1cc(N2CCN(CCO)CC2)ccc1[N+](=O)[O-]	0%
O=C1Cc2c(-c3cccc(C(F)(F)F)c3)n[nH]c2CN1CCc1ccncc1	1%[176 µM]
Cn1c(=O)[nH]c(=O)c2c1nc(NCCO)n2Cc1cccc2ccccc12	24%
CN(C)C[C@@H]1CN(c2ncccn2)C[C@H]1NC(=O)c1ccccc1F	39%[activator]
CC1=C(C(=O)N(C)C)CC(CC(=O)NCCCCc2ccccc2)C(=O)N1Cc1ccc(F)cc1 (stereo not given)	-36%
CCOCCn1c(-n2nc(C)cc2C)nc2c1c(=O)n(CC)c(=O)n2C	0%
O=S(CCCOc1ccc(F)cc1)Cc1cccc(F)c1 (stereo not given)	-49%
Cc1ccn(Cc2cc(C(=O)O)c3ccccc3n2)n1	42%[activator]
Cn1ccc(C(=O)N[C@@H]2COCC[C@H]2Oc2ccc(CO)cc2)cc1=O	23%
COc1cccc(N2C(=O)CN(S(C)(=O)=O)CC2(C)C(=O)NCc2ccc(C)cc2)c1 (stereo not given)	15%
CC(C)c1ccccc1NC(=O)Cn1ccn2nc(-c3ccc(F)cc3)c(CO)c2c1=O	-3%
O=C(C1CCC1)N1CCC2(CC1)CC(Cc1nc(C3CC3)no1)CCO2 (stereo not given)	57%[activator]
CCCn1c(NC(=O)c2oc3ccccc3c2CSC)nc2ccccc21	-15%
COc1ccc(C(=O)Nc2ccc3oc(-c4ccccc4C)cc(=O)c3c2)cc1OC	-4%
COC(=O)CNC(=O)C1CN(c2ccccc2)C(=O)N1 (stereo not given)	17%[176 µM]
CCN1c2cc(C(=O)NCc3ccccc3OC)ccc2C(=O)N2CCCCCC21 (stereo not given)	9%
CC(C)CCN1C(=O)c2ccccc2C1c1nnnn1Cc1ccccc1 (stereo not given)	1%
CCC1CCCCN1S(=O)(=O)c1cc(-c2csc(C)n2)ccc1C (stereo not given)	-28%
O=C(NC1CCCCCC1)c1nc(-c2ccc3cc[nH]c3c2)no1	2%
Cc1ccc(-c2cc3c(=O)n(CC(=O)Nc4ccc(F)cc4C)ccn3n2)cc1	1%
CCc1cc2c(=O)c(Oc3ccc(I)cc3)c(C(F)(F)F)oc2cc1OC(=O)c1ccc(Br)cc1	-23%
O=C(NC[C@H]1O[C@@H](CC(=O)N2CCN(c3ccccn3)CC2)[C@H](O)[C@@H]1O)NC1CCCCC1	23%
Cc1ccc(CN2C[C@H]3CN(Cc4ccc(OC(F)(F)F)cc4)CCN3C2=O)cc1	?
Cc1nn(C)c(C)c1CCC(=O)N1CC[C@](C)(O)[C@@H](O)C1	0%
CCOc1cc(=O)n2c(c1C(=O)Nc1ccc(F)cc1C)CCCCC2	45%[activator]
CCc1ccc(C(=O)/C=C/c2ccc(O)cc2)cc1	?
Cn1c(CN2Cc3[nH]cnc3C[C@H]2C(=O)NCc2ccc(C(F)(F)F)cc2)nc2ccccc21	72%[activator]
COC(=O)[C@H](CC(C)C)N1Cc2nnn(Cc3ccccc3)c2-c2ccccc2S1(=O)=O	-2%

Later entries
Structure	12-LOX inh
CCCOc1ccc(-c2nc(C#N)c(N3CCN(C(=O)c4cccs4)CC3)o2)cc1	0%
Cc1nc2cccnc2n1CC1CCCN(C(=O)Nc2cccc(C(F)(F)F)c2)C1 (stereo not given)	51%[activator]
O/N=C1\CCCc2c1nc(-c1ccco1)n2O	-21%
C=Cc1c(C)c2cc3nc(cc4[nH]c(cc5nc(cc1[nH]2)C(C)=C5CCC(=O)O)c(CCC(=O)OC)c4C)[C@@]1(C)C3=CC=C(C(=O)OC)[C@H]1C(=O)OC	?
COc1ccc(-c2[nH]ncc2C(=O)N2CC[C@H](CO)[C@H](NC(=O)C3CC3)C2)cc1	20%
O=C1CC(c2ccccc2)N(C(=O)C2CC2)CCCN(S(=O)(=O)c2cccnc2)CCN1 (stereo not given)	39%[activator]
NC1CCCCN(C(=O)CCN2CCc3ccccc32)C1 (stereo not given)	-5%
CC(=O)c1ccc(CN2CCCCC2)c(OC(C)C)c1	?
CN(Cc1nccn1Cc1ccccc1)C(=O)c1cccc(-n2cnnc2)c1	22%

Some of the entries above in a different format:
> COc1ccc(-c2[nH]ncc2C(=O)N2CC[C@H](CO)[C@H](NC(=O)C3CC3)C2)cc1
  12-LOX inh: 20%

> O=C1CC(c2ccccc2)N(C(=O)C2CC2)CCCN(S(=O)(=O)c2cccnc2)CCN1 (stereo not given)
  12-LOX inh: 39%[activator]

> NC1CCCCN(C(=O)CCN2CCc3ccccc32)C1 (stereo not given)
  12-LOX inh: -5%

> CC(=O)c1ccc(CN2CCCCC2)c(OC(C)C)c1
  12-LOX inh: ?
